LYP inh 2: blocks human PTPN22 phosphatase activity; recombinant LYP catalytic domain, DiFMUP fluorescence; inhibition, % at 2 µM; hit rate 0.21% among 96,000;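 active = inhibition at 2 µM at or above a set limit, the screen mean plus 3 SD, cut at about 24% in these data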;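 note: 0% = DMSO with enzyme and 100% = enzyme fully blocked by orthovanadate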
Target sequence (Q9Y2R2 whole entry, looked up, the tested form may be a part): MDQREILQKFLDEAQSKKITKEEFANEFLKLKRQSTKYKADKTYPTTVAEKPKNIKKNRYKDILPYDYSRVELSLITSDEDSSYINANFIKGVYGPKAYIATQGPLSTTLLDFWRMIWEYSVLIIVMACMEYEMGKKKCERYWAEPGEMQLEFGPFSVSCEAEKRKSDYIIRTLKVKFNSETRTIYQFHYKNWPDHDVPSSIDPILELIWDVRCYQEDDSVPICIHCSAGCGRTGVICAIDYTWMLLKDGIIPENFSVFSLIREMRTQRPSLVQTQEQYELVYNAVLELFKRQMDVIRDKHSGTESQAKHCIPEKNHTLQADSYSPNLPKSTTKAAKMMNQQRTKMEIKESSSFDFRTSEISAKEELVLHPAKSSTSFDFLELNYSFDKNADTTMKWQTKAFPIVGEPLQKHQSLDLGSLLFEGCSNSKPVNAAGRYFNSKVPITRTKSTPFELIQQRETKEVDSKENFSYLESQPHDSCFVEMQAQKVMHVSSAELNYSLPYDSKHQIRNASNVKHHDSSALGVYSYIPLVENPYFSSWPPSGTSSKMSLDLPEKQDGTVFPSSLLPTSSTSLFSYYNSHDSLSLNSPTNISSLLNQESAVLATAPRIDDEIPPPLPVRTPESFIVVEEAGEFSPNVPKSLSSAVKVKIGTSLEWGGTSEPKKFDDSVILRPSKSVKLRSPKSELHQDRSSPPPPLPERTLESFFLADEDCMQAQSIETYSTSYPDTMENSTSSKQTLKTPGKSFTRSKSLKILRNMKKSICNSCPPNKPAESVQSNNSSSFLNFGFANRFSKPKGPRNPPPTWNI
EphB4 antag: antagonists of human EphB4-ephrin-B2 interaction. P54760. EphB4 LBD / TNYL-RAW-Alexa532 peptide, fluorescence polarization. inhibition, % at 7 µM. hit rate 0.15% among 97,000. AID 720;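 active = inhibition above the screen-wide mean inhibition plus 3 SD, cut at about 15% in these data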;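 note: 0% = DMSO wells and 100% = excess unlabeled TNYL-RAW peptide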
PTPN22 act: LYP (human) phosphatase activation; hit rate 0.11% among 96,000; recombinant LYP, DiFMUP fluorescence; 0 = plate median, 100 = signal doubled; AID 697; Q9Y2R2; activation, % at 2 µM;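 active = activation at 2 µM above a set limit, the mean plus 5 SD, cut at about 37% in these data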
FAK inh: inhibitors of human focal adhesion kinase | Q05397 | biochemical FAK kinase activity assay | inhibition, %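 (tested at 7 µM)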 | hit rate 0.84% among 97,000; in the data active = inhibition above about 19%;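 note: 0% = DMSO and 100% = reference compound high control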
PLK1 PBD inh: inhibitors of human Plk1 polo box domain binding. hit rate 0.13% among 97,000. inhibition, %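 (tested at about 20 µM)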. P53350. Plk1 PBD phosphopeptide binding, fluorescence polarization; in the data active = inhibition above about 34%, passing the limit was not always enough
HIV Rev-RRE inh: disrupts HIV-1 Rev binding to RRE RNA; P05866; Rev peptide-RRE RNA binding, FRET; hit rate 0.79% among 97,000; inhibition, % at 8 µM;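 active = inhibition above the screen-wide mean plus 3 SD, cut at about 35% in these data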;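 note: 0% = median DMSO wells and 100% = median Neomycin B control wells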
Target sequence (P05866 whole entry, looked up): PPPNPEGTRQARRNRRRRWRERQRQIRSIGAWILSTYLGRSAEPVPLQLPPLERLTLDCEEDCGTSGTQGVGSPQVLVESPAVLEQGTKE
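System: Cy5-labelled duplex RRE RNA binding fluorescein-labelled HIV Rev peptide; Signal: fluorescein-to-Cy5 FRET, 480 nm excitation; Also added: labelled Rev peptide; Compound: one concentration, 8 µM nominal; Buffer or medium: HEPES pH 7.5 salt buffer with EDTA; Read-out: % inhibition of FRET ratio versus controls; Schedule: 5 min preincubation and 15 min binding, 25 °C.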
PTK2B oligo ant: blocks oligomerization of human Pyk2 in cells | Q293 cells, Pyk2 FERM NanoBiT luminescence; stronger effect = lower value | z-score (the deposit names both 25 µM and 10 µM) | hit rate 0.83% among 99,000;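 active = Z-score of -3 or lower, scaled per plate to the spread of control and sample wells; inactive = z-score above -3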;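 note: negative z-score means lost luminescence so less FERM oligomerization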
cytoskel mod: cytoskeleton assembly modification. hit rate 0.18% among 91,000. HUVEC TNFa F-actin phalloidin imaging, high content. inhibition, % at 2 µM;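 active = inhibition above the batch mean plus 3 SD and confirmed as a hit by visual image inspection, cut at about 30% in these data, passing the limit was not always enough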; note: strong numbers were not always called active
PLK1 inh: blocks human PLK1 kinase activity; P53350; recombinant PLK1 kinase, TR-FRET peptide phosphorylation; inhibition, % at 10 µM; hit rate 0.53% among 97,000; AID 619;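 active = inhibition of 50% or more in the single-concentration screen; inactive = inhibition below 50%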;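 note: 0% = DMSO max control and 100% = H-89 dihydrochloride min control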
* hit, by the source's call; . = no result given. Compounds as they come; overall some 3.5% were active at least once.

LYP inh 2,EphB4 antag,PTPN22 act,FAK inh,PLK1 PBD inh,Compound,HIV Rev-RRE inh,PTK2B oligo ant,cytoskel mod,PLK1 inh
0,-4,3,-5,-7,COCCCNC(=O)c1ccc2c(=O)n(CC3CCCO3)c(=S)[nH]c2c1 (stereo not given),-3,0.74,-15,-12
2,5,0,-1,-25,Cc1nn(CC(=O)Nc2ccccn2)c(C)c1[N+](=O)[O-],8,0.58,-52,5
1,-2,2,-1,-10,Oc1c(Br)cc(C2N=C(c3ccccc3Cl)NO2)cc1Br (stereo not given),3,0.02,-6,-3
7,7,-3,-6,-4,Cc1ccc(-n2c(=O)c3sccc3n(CC(=O)NCc3ccco3)c2=O)cc1F,3,0.29,-22,-19
-4,3,8,8,-17,O=C1CC(c2ccco2)=Nc2ccccc2N1,6,-0.12,-26,-6
-18,-5,14,1,-21,O=S(=O)(NCCc1ccccc1)c1ccccc1,-1,0.18,-2,-8
-7,-9,4,0,-12,COc1ccc(C(=O)N2CCc3ccccc32)cc1,-2,-0.26,-8,-10
3,1,-6,-6,-22,Cn1ncc(N=Cc2ccccc2O)c1C(=O)N1CCOCC1,5,1.4,3,3
-10,-2,9,-7,-16,O=C(c1cnc(N2CCN(c3ncccn3)CC2)c2ccccc12)N1CCN(c2ncccn2)CC1,-1,-1.1,30,0
2,0,-4,0,1,COc1ccc(C(CNC(=O)c2cccc(Br)c2)N2CCCC2)cc1 (stereo not given),2,0.27,-18,-5
4,1,-2,-1,-2,CC1CN(C(=O)c2ccccc2Sc2ccccc2C#N)CC(C)O1 (stereo not given),6,-0.2,-6,-10
-3,5,2,1,6,CC(C)N(Cc1nc(-c2ccccc2)no1)S(=O)(=O)c1ccccc1,17,.,-8,-13
5,5,-8,2,14,O=C(C1CC(=O)N(C2CCCC2)C1)N1CCN(c2ccc(F)cc2)CC1 (stereo not given),4,.,-18,-6
-13,1,14,1,-12,COc1cccc2cc(C(=O)N3CCc4ccccc43)c(=O)oc12,1,-3*,-4,2
3,8,-5,3,1,Clc1ccc(OCc2nc(-c3ccccn3)n[nH]2)cc1,13,0.8,-37,-8
0,4,-1,2,-32,Cc1ccc(C(c2sc3ncnn3c2O)N2CC(C)CC(C)C2)cc1 (stereo not given),7,.,-19,-9
1,-4,3,-7,-15,Cn1nc(C(F)(F)F)cc1C(=O)NC1CCCCCC1,0,0.41,-16,-13
-3,3,4,-1,-21,CC1CCc2c(sc3ncnc(SCC(=O)c4ccccc4)c23)C1 (stereo not given),12,-0.2,6,-11
-1,-1,-2,11,5,CCS(=O)(=O)Nc1ccc(-c2nnc(SCC(=O)c3ccc(NC(C)=O)c(OC)c3)o2)cc1,-5,1.1,-16,-10
9,1,-6,-5,-1,Cc1cc(C)c2c(-n3cccc3)nn(CC#N)c2n1,3,-0.14,-19,-14
15,8,-14,-4,-18,C/C(=N\NC(=O)c1c[nH]c2ccccc12)c1ccc(C)o1,7,2.4,.,-11
-6,0,6,-2,1,Cc1ccccc1N/C(=C(/C(Cl)=C(Cl)Cl)[N+](=O)[O-])n1nnc2ccccc21,4,-0.58,6,-9
2,-8,-2,0,-5,COc1ccccc1NC(=O)C(C/C=C(/C)Cl)C(C)=O (stereo not given),-3,0.27,4,-9
-11,-5,12,-1,-14,COc1ccc(C(=O)Cn2nnc(-c3ccccc3-n3cnnn3)n2)cc1,1,-0.04,0,-6
-9,-1,6,6,-5,CCC(NC(=O)Nc1nccs1)(C(F)(F)F)C(F)(F)F,9,-0.32,16,-14
6,5,-3,3,5,CCCn1nnnc1SCC(=O)Nc1cccc(NC(=O)c2ccco2)c1,3,0.53,23,-7
6,0,-4,-4,-29,O=C(CCn1c(=O)sc2ccccc21)NCc1ccc2c(c1)OCO2,5,1.8,-18,-9
-6,.,4,.,-1,COCCCN1Cc2cccc(C(=O)O)c2C1=O,.,.,-15,-8
-8,2,13,8,16,CC(NC(=O)Nc1cccc([N+](=O)[O-])c1)(C(F)(F)F)C(F)(F)F,14,0.22,-31,-6
-2,-8,3,2,9,CCCNC(=O)c1ccccc1NC(=O)Nc1ccccc1C,6,0.04,12,-1
8,-5,-8,0,-6,CCOC(=O)CSc1nc2ccc(N)cc2s1,4,-1.9,.,9
-2,1,0,2,17,Cc1ccc(C(=O)Nc2ccc(S(=O)(=O)N3CCc4ccccc43)cc2)o1,14,-1.8,-20,-7
-6,9,7,-1,3,C[C@H](NC(=O)c1ccco1)C(=O)Nc1ccc(S(=O)(=O)N2CCCC2)cc1,-4,-0.85,11,-12
-26,-9,25,3,0,Clc1cccc(Cl)c1Cn1cc(Br)cn1,10,0.51,5,-7
-6,-4,6,1,1,COc1ccc(/C=c2\sc3nc(-c4ccccc4)c(-c4ccccc4)n3c2=O)cc1OC,16,0.37,-42,-14
-9,-1,6,0,6,COc1ccc(CCNC(=O)C2CCN(S(=O)(=O)c3cccc4nsnc34)CC2)cc1OC,2,0.82,-27,-2
-1,0,-2,1,8,COc1ccc(C(c2nnnn2Cc2ccccc2)N2CCN(C(=O)c3ccco3)CC2)cc1 (stereo not given),1,-1.3,27,-18
2,4,-1,-1,-14,COc1ccc(S(=O)(=O)N2CCOCC2)cc1Cl,6,0.13,12,-7
-5,1,3,0,46,Cc1ccc(C(=O)N2CCN(c3cc4c(cc3[N+](=O)[O-])n(C)c(=O)n4C)CC2)cc1,4,0.05,-11,-18
-7,0,5,2,-20,CC(C)CC(OC(=O)c1cccs1)C(=O)NCC1CCCO1 (stereo not given),1,0.1,9,-6
1,8,-5,1,16,C=CCOc1c(CNc2nccs2)cccc1OCC,1,-0.04,-2,-12
9,5,-10,-4,-31,CCC(CC)COC(=O)C(C#N)c1nc2ccccc2nc1N1CCOCC1 (stereo not given),9,-2.9,10,11
-1,5,1,-2,-6,CC(C)(C)Cc1nc(-c2ccc(Cl)cc2)no1,1,0.47,-25,-8
-12,-24,9,-2,-11,COc1ccc(C(=O)N2CCC(C(=O)Nc3ccccc3OC)CC2)cc1,3,-0.52,13,3
5,-5,-7,7,1,CCCc1ccc2c(N)c(C#N)sc2n1,2,0.16,30,-7
16,-1,-12,3,-6,COc1ccc(CN2CC(C(=O)NCCN3CCOCC3)CC2=O)cc1 (stereo not given),9,1.8,-25,-20
-8,-10,6,2,-11,CC1=C(C(=O)OCc2ccc3c(c2)OCO3)C(c2ccccc2)NC(=O)N1 (stereo not given),4,-3.4*,-34,-9
-2,-2,3,1,0,CCOC(=O)CSC1=C(C#N)C(c2ccc(F)cc2)C(C(C)=O)=C(C)N1 (stereo not given),11,-0.48,-28,2
6,4,-5,1,3,Cc1ccc(S(=O)(=O)N2CCN(S(=O)(=O)N(C)C)CC2)cc1,10,-0.42,-10,-17
-12,0,9,-6,7,CCOC(=O)N1CCN(C(=O)c2cccc(-n3c(=S)[nH]c4cc(Cl)ccc4c3=O)c2)CC1,-3,0.72,2,-3

(next part)
LYP inh 2,EphB4 antag,PTPN22 act,FAK inh,PLK1 PBD inh,Compound,HIV Rev-RRE inh,PTK2B oligo ant,cytoskel mod,PLK1 inh
10,-5,-6,-4,-3,CCc1ccccc1N(CC(=O)N1CCN(c2ccccc2F)CC1)S(C)(=O)=O,0,-1.2,-10,-11
2,-4,0,1,-26,CCCCn1ccnc1C(=O)c1cc(S(=O)(=O)N2CCOCC2)ccc1C,8,0.27,28,0
-7,1,10,5,26,COc1ccc2[nH]c3c(NCCCN4CCCC4=O)ncnc3c2c1,4,0.17,25,-7
7,3,-10,2,-4,CC(=NCCN1CCNCC1)C1=C(O)CC(C)(C)CC1=O,6,0.87,12,-14
1,-7,-2,2,-12,COc1cc(CNCCc2ccccc2)ccc1OCc1ccc(Cl)nc1,2,0.45,2,-14
5,-7,-3,2,-5,CC(C)(C)NC(=O)CCC1COc2ccccc2O1 (stereo not given),1,0.73,14,-8
17,-8,-13,-2,-5,C=CCn1c(SCC)nc2sc3c(c2c1=O)CCc1ccccc1-3,15,-0.74,-18,-19
-9,-1,11,-1,-1,COc1ccc(NC(=O)CSc2nnc(CNC(=O)c3ccco3)o2)c(OC)c1,3,-0.37,-6,-43
-6,0,4,-1,12,CCOC(=O)CSc1nnc(CNC(=O)c2ccc(S(=O)(=O)N3CCCC3)cc2)n1C,5,0.62,8,1
8,-1,-8,11,-12,O=C(COC(=O)C1CC(=O)N(Cc2ccco2)C1)c1ccc(OC(=O)c2ccccc2)cc1 (stereo not given),6,0.37,10,-11
-5,-6,5,3,-35,CCOC(=O)CSc1nnc(-c2ccc(S(=O)(=O)NCc3cccs3)cc2)o1,2,-0.18,2,-7
-9,-5,13,-1,-15,CCCCn1nnc(NC(=O)CC23CC4CC(CC(C4)C2)C3)n1,2,-1.8,13,-4
-7,-7,5,0,21,CCOC(=O)C(NC(=O)CC)(Nc1ccc(S(=O)(=O)Nc2cc(C)on2)cc1)C(F)(F)F (stereo not given),0,0.5,-9,-15
-8,7,5,-11,-10,CCn1c(=O)cc(N2CCC3(CC2)OCCO3)[nH]c1=O,7,.,-5,4
-12,2,9,-3,2,O=C(CN1C(=O)NC2(CCCc3ccccc32)C1=O)N1CCN(C(=O)c2ccco2)CC1 (stereo not given),2,0.2,0,-8
2,-1,-5,-1,0,CCCCCCSC1=C(C#N)C(c2ccccc2)CC(=O)N1 (stereo not given),20,-1.1,-14,14
6,3,-8,-12,0,O=C(NCc1cccs1)c1nc2ncccn2n1,3,0.47,0,-5
10,8,-11,-2,-17,CCCn1nnc(NC(=O)c2cc3ccccc3o2)n1,1,0.29,12,-3
3,-2,-4,3,-3,C=C(C)CSC1=C(C#N)C(c2ccccc2Cl)CC(=O)N1 (stereo not given),4,-1.4,-44,-9
-20,-8,21,-1,-21,COc1cccc(NC(=O)c2ccccc2SC)c1,5,1.5,-14,20
6,-3,-7,-1,15,Clc1ccc(COn2c(-c3ccc(Cl)cc3)nc3ccccc32)cc1,18,-0.18,8,-12
0,-6,2,5,1,CCOc1cc(/C=N\NC(=O)c2ccc(NC(=O)C(C)(C)C)cc2)ccc1OC(=O)c1ccc(C)cc1,4,2.3,-16,-7
-18,-10,17,6,12,NC(=O)C1CCN(C(=O)CN2CCCc3ccccc32)CC1,3,0.7,-13,-11
-2,-11,1,-8,-6,CN1CCN(C2=NC3(CCCC3)C(C#N)C(=O)N2)CC1 (stereo not given),1,2.2,-22,0
14,0,-11,3,15,CCOc1ccccc1NC(=S)N1CCC(NC(=O)NC23CC4CC(CC(C4)C2)C3)CC1,4,-1.4,4,-4

The last 4 compounds of the part before lead into the next.
LYP inh 2,EphB4 antag,PTPN22 act,FAK inh,PLK1 PBD inh,Compound,HIV Rev-RRE inh,PTK2B oligo ant,cytoskel mod,PLK1 inh
0,-6,2,5,1,CCOc1cc(/C=N\NC(=O)c2ccc(NC(=O)C(C)(C)C)cc2)ccc1OC(=O)c1ccc(C)cc1,4,2.3,-16,-7
-18,-10,17,6,12,NC(=O)C1CCN(C(=O)CN2CCCc3ccccc32)CC1,3,0.7,-13,-11
-2,-11,1,-8,-6,CN1CCN(C2=NC3(CCCC3)C(C#N)C(=O)N2)CC1 (stereo not given),1,2.2,-22,0
14,0,-11,3,15,CCOc1ccccc1NC(=S)N1CCC(NC(=O)NC23CC4CC(CC(C4)C2)C3)CC1,4,-1.4,4,-4
-6,-6,5,3,-21,Cc1cc(C)c(-c2c(O)c3cccc4c3n(c2=O)CCC4)c(C)c1,5,-0.45,6,-8
-4,-7,2,0,11,CCCc1[nH]nc2c1C(c1ccc(OC(=O)N3CCOCC3)c(OC)c1)C(C#N)=C(N)O2 (stereo not given),0,0.07,25,5
-4,-4,2,-6,0,C/C=C/Cn1c(Br)nc2c1c(=O)n(C)c(=O)n2C,2,0.44,-17,-5
0,-3,-2,3,25,O=C(Nc1ccccc1N1CCN(c2ccc(F)cc2)CC1)C1CCCCC1,9,0.5,-33,-8
